# NTMT1 inhibitor = NTMT1 methyltransferase inhibition. Q9BV86. NTMT1 MTase-Glo SAH luminescence, purified enzyme. Potency, µM (top dose mostly 114 µM), without a hit: top-dose activity change, negative = inhibition, most hits filed as inhibitors. 59,000 tested, 2.5% active. AID 1645870;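 note: potency is the fitted concentration of half-maximal effect; plate controls were DMSO vehicle for no effect and no enzyme for full effect; nearly all actives have a fitted effect of over 65% in size; many of its hits are not listed in these tables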
# Target sequence (Q9BV86 whole entry, looked up): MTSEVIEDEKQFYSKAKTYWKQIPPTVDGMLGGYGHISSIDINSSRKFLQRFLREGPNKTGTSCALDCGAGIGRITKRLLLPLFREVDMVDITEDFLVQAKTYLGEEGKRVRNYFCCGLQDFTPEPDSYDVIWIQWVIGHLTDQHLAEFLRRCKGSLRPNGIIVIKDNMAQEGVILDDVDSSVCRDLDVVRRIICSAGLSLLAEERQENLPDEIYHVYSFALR
# B2AR arrestin ag = agonists recruiting beta-arrestin to human beta2-adrenergic receptor; P07550; HTLA Tango cells, beta-arrestin recruitment, luciferase luminescence, 18 h; Potency, µM (top dose mostly 46.1 µM), inactives show at the top dose activation, actives largely listed as activators; 44,000 tested, under 10 active; AID 1347077;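 note: potency is the fitted concentration of half-maximal effect; 0% = DMSO and full agonism = EC100 isoproterenol or metaproterenol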
#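 Tango cells expressing recombinant beta2-AR and beta-arrestin were treated with compounds (up to 46 microM titration) in DMEM with 1% FBS for 18 hr at 37 degrees C. Beta-arrestin recruitment drove tTA-dependent luciferase, read by luminescence; curves were fitted and classed.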
# PTAP-TSG101 blk = TSG101-PTAP interaction inhibition, HIV-1 budding. AID 1347069. Fluorescence polarization, FITC-PTAP peptide/Tsg101, 20 min. Potency, µM (doses to about 115 µM), for the others: at the highest dose activity change, negative = inhibition, most hits filed as inhibitors. 44,000 tested, under 10 active; note: potency is the fitted concentration of half-maximal effect; 0% is about no effect
#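 FITC-labeled PTAP peptide (50 nM final) binding to Tsg101 binding domain (10 uM final) read by fluorescence polarization after 20 min at r.t. in HEPES pH 7.5 buffer. Actives by CRC class, <25 µM.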
# GALK inhibitor = inhibits human galactokinase. recombinant GALK, Kinase-Glo ATP luminescence, 1 h. P51570. Potency, µM (series often up to 57.5 µM), inactives show at the top dose activity, negative = inhibition, usual class: inhibitors. 44,000 tested, under 10 active;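 note: plate controls were full GALK reaction for no effect and reaction lacking GALK for full effect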
#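 5 nM GALK with 35 µM ATP and 100 µM galactose in HEPES pH 8.0, MgCl2, NaCl, DTT, BSA; 1 h RT reaction, remaining ATP detected by Kinase-Glo Plus luminescence after 10 min; qHTS concentration series.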
# FH mod = Identification of activators of human fumarate hydratase by quantitative high-throughput screening; Fumarate hydratase, mitochondrial (Homo sapiens), P07954; FH coupled MDH/diaphorase resazurin fluorescence, 15 min; Potency, µM (series often up to 79.9 µM), inactives show at the top dose activity change, negative = inhibition, hits mostly inhibitors; 54,000 tested, 0.22% active; note: potency is the fitted concentration of half-maximal effect; % is set by controls: 0 for no effect and ±100 for the full control effect; the screen sought activators but most active calls are inhibition curves; nearly all actives have a fitted effect of over 45% in size
# Target sequence (P07954 whole entry, looked up): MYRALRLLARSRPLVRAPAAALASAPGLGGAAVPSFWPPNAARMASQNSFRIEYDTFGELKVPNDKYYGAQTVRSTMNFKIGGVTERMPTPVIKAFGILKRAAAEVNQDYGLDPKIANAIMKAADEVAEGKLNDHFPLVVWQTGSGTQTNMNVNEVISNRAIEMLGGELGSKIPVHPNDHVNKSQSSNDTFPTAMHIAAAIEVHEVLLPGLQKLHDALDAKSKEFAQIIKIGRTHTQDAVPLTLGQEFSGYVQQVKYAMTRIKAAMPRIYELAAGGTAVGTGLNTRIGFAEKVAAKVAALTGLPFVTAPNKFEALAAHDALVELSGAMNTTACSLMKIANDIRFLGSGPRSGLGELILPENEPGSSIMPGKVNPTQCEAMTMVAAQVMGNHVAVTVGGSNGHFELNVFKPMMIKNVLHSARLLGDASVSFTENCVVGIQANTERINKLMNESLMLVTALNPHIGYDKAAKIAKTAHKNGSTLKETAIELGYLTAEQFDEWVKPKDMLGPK
# p53null 39C kill = kills p53 null cells at the nonpermissive temperature; Potency, µM (highest dose often 46.1 µM), without a hit: top-dose activity, negative = cell killing, actives largely listed as cytotoxic; AID 904; H1299 p53-null (neo) cells, 39C, ATPlite viability, 24 h; 55,000 tested, 0.97% active;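 note: potency is the fitted concentration of half-maximal effect; 0% = DMSO only and -100% = full killing by 100 µM tamoxifen; nearly all actives have a fitted effect of over 50% in size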
#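 Cells seeded at 600/well, 37C overnight. Compound added (up to 46 uM), plates shifted to 39C for 24 hr. ATPlite added, luminescence read after 20 min at room temperature.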
# p53null 32C kill = kills p53 null cells at the permissive temperature. Potency, µM (doses to about 46.1 µM), for the others: at the top dose activity change, negative = cytotoxicity, most hits filed as cytotoxic. H1299-neo p53 null cells, ATP luminescence, 24 h, 32C. AID 903. 55,000 tested, 0.62% active;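 note: potency is the fitted concentration of half-maximal effect; 0% = DMSO only and -100% = full killing by 100 µM tamoxifen; nearly all actives have a fitted effect of over 55% in size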
#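 Luminescent ATP readout gave cell viability of p53-null H1299-neo cells after a 24 h compound exposure at the permissive 32C. Titrations ran up to 46 uM, and AC50s were fitted with the standard Hill equation.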
# Active calls of the source: *; ? = inconclusive; [ ] = another dose, or the depositor's remark. Calls come from the whole dose curve; as a rule, active = well fitted curve in the direction sought with a large enough effect; inconclusive = small, poorly fitted or top-dose-only effect, or another doubt; inactive = no such curve, though single readings can be large; an effect the other way counts as inactive or inconclusive.
# Each structure is followed by: NTMT1 inhibitor	B2AR arrestin ag	PTAP-TSG101 blk	GALK inhibitor	FH mod	p53null 39C kill	p53null 32C kill
- CC(C)(CC(=O)OCC(=O)Nc1ccc(F)c(Cl)c1)CC1=NS(=O)(=O)c2ccccc2N1
  -20.1%	-2.0%	-3.7%	2.4%	-9.0%	3.6%	10.8%
- COc1ccccc1CNC(=O)c1cc2sccc2n1Cc1ccc(Cl)cc1
  11.4%	1.0%	2.9%	-0.4%	-20.0%	0.5%	-7.0%
- O=C(Cn1ncc2c3ccccc3n(Cc3ccc(F)cc3)c2c1=O)NC1CCCCCC1
  8.0%	-3.8%	2.9%	-1.4%	-17.1%	-10.3%	2.0%
- COc1ccc(CC(=O)NCc2ccc3c(c2)CCN3C(=O)c2ccc(Cl)cc2)cc1
  17.9%	-3.5%	-1.7%	-2.6%	9.1%	8.8%	5.0%
- Cc1ccccc1NC(=O)CCC(=O)N1CC(C)Sc2ccccc21 (stereo unspecified)
  -0.3%	1.0%	-9.8%	3.7%	-9.9%	-21.8%	-0.6%
- COCCCNC(=O)C1CCN(c2nc3ccc(C)cc3[nH]2)CC1
  4.7%	-0.4%	-6.4%	-3.6%	0.7%	-5.0%	-11.7%
- Cc1cccc2c1-c1sc(C(=O)N3CCN(c4ccccc4)CC3)cc1CO2
  6.0%	-0.5%	-2.7%	-2.1%	-18.7%	-32.8%	-9.8%
- O=C(Nc1ccc(-c2nc3cc(Cl)ccc3o2)cc1)c1cc(Br)ccc1Cl
  13.1%	-0.5%	-0.9%	2.1%	3.9%	?	-17.9%
- CCC(=O)N1c2ccc(S(=O)(=O)CCC(=O)Nc3ccc(Br)c(C)c3)cc2CC1C (stereo unspecified)
  -16.5%	-0.7%	-5.1%	-0.2%	-18.2%	?	9.8%
- CCOc1ccc(-c2nonc2NC(=O)COc2ccccc2)cc1
  2.9%	-1.8%	6.7%	-0.1%	3.9%	3.1%	9.4%
- CCc1nn2c(=O)cc(COC(=O)c3ccc(NC(=O)c4cccs4)cc3)nc2s1
  32.8%[activator]	1.0%	-3.8%	1.8%	7.8%	18.2%	-0.5%
- COc1ccc(NC(=O)CSC2=Nc3ccccc3C3=NC(Cc4ccccc4)C(=O)N23)cc1Cl (stereo unspecified)
  22.4%	1.3%	-3.2%	0.9%	-24.0%	-3.2%	-2.2%
- CCOC(=O)CCN(c1ccccc1)S(=O)(=O)c1cc(-c2cc(C)no2)ccc1C
  0.8%	0.6%	-1.7%	0.9%	-8.6%	-14.8%	-2.6%
- COc1ccccc1Cc1nc2ccccc2nc1SCC(=O)N(C)c1ccc(F)cc1
  -25.3%	0.3%	0.2%	-9.8%	?	21.3%	12.8%
- Cc1nc2cc(-c3ccccc3)nn2c(C)c1CCC(=O)NCCc1ccccc1
  7.9%	0.4%	-3.4%	-1.1%	-10.7%	-11.6%	-4.7%
- CN(Cc1ccccc1)C(=O)C(=O)Nc1ccc2nc3n(c(=O)c2c1)CCCCC3
  -21.2%	-3.7%	-8.1%	-3.6%	-5.1%	-19.3%	17.9%
- Cn1ccc2cc(S(=O)(=O)N3CCN(C(=O)Nc4ccccc4F)CC3)ccc21
  -3.5%	-0.6%	1.1%	0.1%	-22.0%	-8.4%	-2.4%
- O=C(NCc1ccccc1Cl)c1cnc(N2CCOCC2)c2ccccc12
  0.6%	-0.8%	-1.3%	1.9%	3.7%	1.8%	-7.9%
- Cc1nc(N2CCCC2)c2c(C(=O)N3CCN(c4ccc(F)cc4)CC3)c(C)oc2n1
  13.3%	-0.8%	-7.9%	-1.1%	-2.3%	2.9%	0.6%
- COc1ccc(-c2noc(CCC(=O)Nc3ccccc3Cl)n2)cc1OC
  4.3%	-0.9%	-3.6%	0.3%	-7.7%	-3.0%	-3.8%
- COc1ccc2oc(=O)c(-c3nc4ccc(C)cc4[nH]3)cc2c1
  21.7%	-3.5%	3.1%	-5.4%	-4.4%	-20.4%	-12.4%
- Cc1ccc(-c2nn3c(=O)cc(CN4CCN(C(=O)Nc5cccc(C(F)(F)F)c5)CC4)nc3s2)cc1
  0.2%	-0.4%	3.7%	0.8%	?	-13.7%	-1.6%
- Cc1cc(C)cc(OCCSc2nc3ccc(NC(=O)c4ccc5c(c4)OCO5)cc3s2)c1
  0.5%	-3.8%	-3.6%	0.5%	1.5%	-1.9%	-10.8%
- CCC(C(=O)N1CCN(c2cc(C)ccc2C)CC1)n1nc(C)n2c(cc3occc32)c1=O (stereo unspecified)
  ?	-2.4%	-5.6%	-3.6%	-20.8%	6.2%	20.2%
- COc1cccc(NC(=O)C2CCCN(S(=O)(=O)c3ccc4[nH]c(=O)ccc4c3)C2)c1 (stereo unspecified)
  5.2%	-2.0%	-5.6%	-8.9%	-5.4%	1.8%	-15.5%
- COc1ccccc1CNC(=O)c1c[nH]c2ccc(S(=O)(=O)Nc3cc(C)cc(C)c3)cc2c1=O
  4.8%	-0.7%	-1.4%	-1.0%	?	-1.0%	4.8%
- Cc1nc(SC(C)C(=O)Nc2ccccc2Cl)cc(-c2ccccc2)n1 (stereo unspecified)
  28.1%	-3.1%	-2.7%	0.0%	-1.7%	-7.5%	-28.2%
- CCOc1cc(-c2ccc(OC(=O)c3ccccc3Cl)c(OC)c2)cc(=O)c2c(C)oc(C)c12
  -13.4%	-4.7%	1.2%	1.7%	-18.1%	0.8%	1.4%
- COc1ccccc1Cc1nc2ccccc2nc1SCC(=O)N1CCCCC1
  16.7%	0.2%	-0.9%	-1.0%	-16.5%	67.1%[activator]	38.9%[activator]
- COc1ccc(NC(=O)Cn2ncc3c4ccccc4n(Cc4ccccc4)c3c2=O)cc1OC
  -4.1%	-1.4%	-0.3%	5.6%	-5.1%	2.0%	1.8%

# Sorted by length of the SMILES (lowest first): part of the list above.
# Each structure is followed by: NTMT1 inhibitor	B2AR arrestin ag	PTAP-TSG101 blk	GALK inhibitor	FH mod	p53null 39C kill	p53null 32C kill
- O=C(NCc1ccccc1Cl)c1cnc(N2CCOCC2)c2ccccc12
  0.6%	-0.8%	-1.3%	1.9%	3.7%	1.8%	-7.9%
- CCOc1cc(-c2ccc(OC(=O)c3ccccc3Cl)c(OC)c2)cc(=O)c2c(C)oc(C)c12
  -13.4%	-4.7%	1.2%	1.7%	-18.1%	0.8%	1.4%
- COc1ccccc1CNC(=O)c1c[nH]c2ccc(S(=O)(=O)Nc3cc(C)cc(C)c3)cc2c1=O
  4.8%	-0.7%	-1.4%	-1.0%	?	-1.0%	4.8%

# Next part:
# Each structure is followed by: NTMT1 inhibitor	B2AR arrestin ag	PTAP-TSG101 blk	GALK inhibitor	FH mod	p53null 39C kill	p53null 32C kill
- COc1cc([C@@H]2Nc3c(F)cccc3[C@@H]3C=CC[C@@H]32)cc(Br)c1OC
  -9.6%	1.0%	0.3%	2.3%	-12.2%	6.0%	5.6%
- CCCn1c2ccccc2c2cnn(CC(=O)NCCCN3CCCCC3CC)c(=O)c21 (stereo unspecified)
  -20.3%	-0.2%	-0.5%	0.8%	-1.1%	-5.6%	0.5%
- CC1CCN(S(=O)(=O)c2ccc3c(c2)N(CC(=O)NCCCN2CCCCC2C)C(=O)CS3)CC1 (stereo unspecified)
  ?	-0.9%	2.3%	2.5%	-3.3%	3.9%	2.9%
- O=C(Nc1ccc(Cl)cc1)c1cnn2c1NC(c1ccccc1)=CC2c1ccccc1 (stereo unspecified)
  5.7%	-0.8%	-3.1%	2.3%	?	?	-22.9%
- CCCOc1ccc(C(=O)Nc2cc(-c3nc4ccccc4[nH]3)ccc2C)cc1
  11.2%	-2.2%	1.2%	-15.9%	4.2%	6.7%	5.6%
- O=C(COc1ccc(Cl)cc1)Nc1ccc(C(=O)OCc2cc(=O)n3ccsc3n2)cc1
  11.0%	-0.7%	-5.0%	-7.8%	-10.6%	15.4%	-11.5%
- CSCCC(NS(=O)(=O)c1cccs1)C(=O)Nc1ccc(C)c(Cl)c1 (stereo unspecified)
  1.4%	0.4%	-5.9%	-5.3%	-20.8%	-17.0%	-2.6%
- CC(C)c1ccc(NC(=O)CCS(=O)(=O)c2ccc3c(c2)CC(=O)N3C)cc1
  9.8%	0.2%	1.7%	0.2%	0.6%	-25.1%	-4.1%
- COC(=O)c1cccnc1-n1c(=O)c2cccnc2n(CC(=O)Nc2ccc(C)cc2C)c1=O
  -10.0%	?	0.3%	5.0%	5.7%	12.2%	6.0%
- COC(=O)C1CCN(S(=O)(=O)c2ccc(N3CCCCS3(=O)=O)cc2)CC1
  0.0%	-0.7%	-0.5%	-3.2%	6.7%	2.7%	-4.8%
- CCCOc1cccc(C(=O)Nc2cccc(NC(=O)c3ccc(Cl)cc3Cl)c2)c1
  11.0%	0.1%	-0.2%	0.0%	-12.9%	-3.8%	-3.8%
- COC(=O)c1ccccc1NC(=O)c1ccc(COc2ccccc2Cl)o1
  -3.3%	0.6%	0.1%	3.0%	-15.4%	-14.9%	-4.5%
- COc1ccc(CNC(=O)CCc2nnc3n(CC(C)C)c(=O)c4ccccc4n23)cc1
  -0.8%	0.3%	-2.9%	-3.2%	-5.0%	17.2%	-4.1%
- CCOc1ccc(C(=O)c2cn(CC(=O)Nc3ccc(Cl)cc3)c3cc4c(cc3c2=O)OCCO4)cc1
  2.4%	-2.0%	34.1%[activator]	6.7%	-12.1%	2.6%	7.0%
- COc1cc2c(C(=O)N3CCN(c4cccc(Cl)c4)CC3)cn(C)c(=O)c2cc1OC
  16.9%	-1.8%	-0.5%	1.1%	1.4%	-6.2%	27.2%
- COC(=O)c1ccc(Cl)cc1NC(=O)N1CCC(CN2CCCC2)CC1
  ?	0.5%	2.4%	-0.4%	8.3%	-6.3%	-4.9%
- Cc1ccc2[nH]c(=O)c(CN(C(=O)c3cccc(Cl)c3)C(C)(C)C)cc2c1
  -0.3%	0.0%	-4.5%	-0.3%	3.5%	7.3%	8.2%
- CCOc1cccc(C2c3[nH]c4ccccc4c3CCN2C(=O)CSc2ccccc2)c1 (stereo unspecified)
  -3.6%	0.7%	-0.7%	-0.1%	-24.1%	?	-1.0%
- Cc1ccc(C)c(OC(=O)CSc2nnc(CNC(=O)c3ccccc3)o2)c1
  -0.9%	-2.9%	1.2%	2.9%	-1.1%	4.9%	6.7%
- CC1CCN(c2nnc(-n3cccc3CNc3cccc(F)c3)s2)CC1
  8.4%	-0.2%	0.2%	1.1%	-17.4%	0.2%	-4.0%
- CCc1ccc(NC(=O)Cn2nnc(C(=O)Nc3cc(C)ccc3OC)c2N)cc1
  3.5%	-0.7%	-1.5%	1.8%	7.2%	-20.4%	-10.3%
- COc1ccc(CN2C(=O)N(c3cccc(C)c3)C(=O)C2CC(=O)Nc2ccc(F)cc2)cc1OC (stereo unspecified)
  6.0%	0.1%	-10.4%	5.6%	2.7%	11.6%	?
- Cc1cn2c(=O)cc(COC(=O)c3ccc(NC(=O)c4ccc(F)cc4)cc3)nc2s1
  5.6%	-0.8%	-0.5%	2.3%	-3.0%	4.5%	-11.6%

# Screening results as filed in PubChem BioAssay.

# Some of the compounds tested; the hit share may differ from the screen's.
